Source: PubChem
RXFP1 ag: qHTS Assay for Agonists of the Relaxin Receptor RXFP1; Relaxin receptor 1 (Homo sapiens), Q9HBX9; HEK293T-RXFP1 cAMP TR-FRET, 30 min; response scale: percent of porcine relaxin response, buffer zero; Potency, µM (top dose mostly 57.5 µM), for inactives: top-dose activation, hits mostly activators; hit rate 0.3% among 370,000; AID 2676, 2010; active means well fitted activation curve with a large enough effect; inconclusive means small, poorly fitted or top-dose-only effect; further: potency means the concentration at half of the fitted maximal effect; on the % scale 0 is the no-effect control and ±100 the full control effect; nearly all actives have a fitted effect of over 60% in size; many of its hits are not listed in these tables
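Agonist response is measured as cAMP accumulation in an RXFP1-transfected HEK293T line under PDE4 inhibition. Values are scaled between buffer-only and 29 nM porcine relaxin, and EC50s come from standard Hill equation fits.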
TRHR enhancer: qHTS for Small Molecule Agonists and Allosteric Enhancers of Human TRH Receptor: Primary Screen for Enhancers | TRHR cells, fluo-8 calcium fluorescence, EC20 TRH enhancement | hit rate 0.66% among 360,000 | enhancement, % at 2 µM | Thyrotropin-releasing hormone receptor (Homo sapiens), P34981; in the data active means enhancement above about 30%; further: 0% is about no effect
Target sequence (P34981 whole entry, looked up): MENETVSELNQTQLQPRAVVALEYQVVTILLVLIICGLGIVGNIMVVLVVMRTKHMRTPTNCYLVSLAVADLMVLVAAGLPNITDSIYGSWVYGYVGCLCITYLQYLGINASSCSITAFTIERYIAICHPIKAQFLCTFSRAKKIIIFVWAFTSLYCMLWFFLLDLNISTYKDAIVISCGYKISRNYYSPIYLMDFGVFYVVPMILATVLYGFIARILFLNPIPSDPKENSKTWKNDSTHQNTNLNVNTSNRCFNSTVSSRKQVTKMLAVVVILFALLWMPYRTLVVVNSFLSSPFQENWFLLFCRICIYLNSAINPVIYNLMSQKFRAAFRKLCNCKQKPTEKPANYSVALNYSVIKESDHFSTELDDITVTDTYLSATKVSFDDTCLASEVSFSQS
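Enhancer read-out: after compound pinning and an initial kinetic agonist-mode read, an EC20 of TRH (10 nM final) was injected and fluo-8 calcium signal (Ex 480/Em 530) followed at 1 s/cycle for 100 cycles in TRHR-expressing cells.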
D1 PAM: Potentiators of Human D1 Dopamine Receptor: qHTS; D(1A) dopamine receptor (Homo sapiens), P21728; HEK293 TREx D1 cells, calcium flux, dopamine EC20 potentiation; potentiation, % at 10 µM; hit rate 0.036% among 360,000; AID 504651, 2011; in the data active means potentiation above about 30%; further: 0% is about no effect
D1 antagonist: Antagonist of Human D 1 Dopamine Receptor: qHTS; HEK293 TREx D1 cells, calcium flux, dopamine EC80; active compounds read low; activity change, negative = inhibition, % at 10 µM; D(1A) dopamine receptor (Homo sapiens), P21728; hit rate 3.2% among 360,000; in the data active means activity change below about -30%; further: on the % scale 0 is the no-effect control and ±100 the full control effect
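Allosteric or orthosteric antagonism assessed as attenuation of the calcium response to EC80 dopamine, added 180 s after compound, in induced HEK293 Trex D1 cells loaded with no-wash calcium dye.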
D2 ag: HTS Assay for Allosteric Agonists of the Human D2 Dopamine Receptor: Primary Screen for Agonists; D(2) dopamine receptor (Homo sapiens), P14416; HEK293 T-REx D2 cells, calcium flux agonist mode; activation, % at 2 µM; hit rate 0.53% among 340,000;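 active means activation over 3 SD above normal in the single-dose calcium agonist read, cut at about 30% in these data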; further: 0% is about no effect
Target sequence (P14416 whole entry, looked up): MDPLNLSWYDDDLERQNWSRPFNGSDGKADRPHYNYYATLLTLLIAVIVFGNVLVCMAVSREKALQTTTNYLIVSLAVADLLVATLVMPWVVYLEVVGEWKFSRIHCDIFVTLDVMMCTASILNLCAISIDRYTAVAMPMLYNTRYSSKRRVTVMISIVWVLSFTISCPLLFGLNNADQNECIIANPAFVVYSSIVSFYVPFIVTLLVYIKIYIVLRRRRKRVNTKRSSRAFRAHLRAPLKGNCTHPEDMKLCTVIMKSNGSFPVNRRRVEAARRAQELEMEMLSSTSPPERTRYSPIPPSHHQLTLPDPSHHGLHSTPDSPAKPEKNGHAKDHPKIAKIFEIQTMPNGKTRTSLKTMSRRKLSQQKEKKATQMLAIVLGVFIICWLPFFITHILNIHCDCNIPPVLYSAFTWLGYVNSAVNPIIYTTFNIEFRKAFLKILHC
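Agonism scored from kinetic calcium signal (1 read/sec, 180 s) following compound pin transfer, after a 10 s baseline. Cells: HEK293 Trex line expressing inducible D2 receptor coupled to calcium, dye-loaded after overnight culture at 30 C.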
RXFP1 antagonist: qHTS Assay for Antagonists of the Relaxin Receptor RXFP1; activity change, negative = inhibition, % at 57.5 µM; hit rate 0.59% among 350,000; HEK293-RXFP1, relaxin-stimulated cAMP HTRF, 30 min; active compounds read low;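 active means activity change of -60% or lower, but not beyond a set lower limit; inconclusive means change between -60% and -40%, or beyond the set limit; inactive means change above -40%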; further: on the % scale 0 is the no-effect control and ±100 the full control effect
D2 PAM: HTS Assay for Positive Allosteric Modulators of the Human D2 Dopamine Receptor: Primary Screen for Potentiators | D(2) dopamine receptor (Homo sapiens), P14416 | HEK293 T-REx D2, calcium flux, EC20 dopamine potentiation | potentiation, % at 10 µM | hit rate 0.34% among 340,000;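 active means potentiation over 3 SD above the plate norm, cut at about 30% in these data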; further: 0% is about no effect
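Calcium flux readout, no-wash dye, 1 read/s. Inducible HEK293 Trex D2 line, overnight 30 C. Compound alone 180 s (agonist flags), then EC20 dopamine, another 180 s to score potentiation.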
D1 agonist: Allosteric Agonists of the Human D1 Dopamine Receptor: qHTS; D(1A) dopamine receptor (Homo sapiens), P21728; HEK293 T-REx D1 cells, calcium flux, agonist mode; activation, % at 2 µM; hit rate 1% among 360,000; AID 504660, 2011; in the data active means activation above about 30%; further: 0% is about no effect
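Inducible HEK293 T-REx D1 cells, force-coupled to calcium signalling, were plated at 4000 cells/well with tetracycline and held overnight at 30 C. After no-wash calcium dye loading, compound-evoked calcium rise over 180 s flagged agonists.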
D2 antagonist: HTS Assay for Allosteric Antagonists of the Human D2 Dopamine Receptor: Primary Screen for Antagonists | hit rate 2% among 340,000 | inhibition, % at 10 µM | AID 485344, 2010 | HEK293 TREx D2 cells, calcium flux, dopamine EC80 | D(2) dopamine receptor (Homo sapiens), P14416; in the data active means inhibition above about 30%; further: 0% is about no effect
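Inhibition of EC80 dopamine-driven calcium flux, recorded kinetically, defines activity here; cells are a tetracycline-induced HEK293 T-REx line expressing force-coupled D2.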
The depositor's hits bear a star; ? = inconclusive; / = no result given. The list is partial; rates above refer to the full screens.

SMILES	RXFP1 ag	TRHR enhancer	D1 PAM	D1 antagonist	D2 ag	RXFP1 antagonist	D2 PAM	D1 agonist	D2 antagonist
Cc1ccc(/C=C/c2onc(C)c2S(=O)(=O)N2CCC(C(=O)N3CCN(c4cccc(C)c4)C(C)C3)CC2)cc1 (stereo not given)	-0.5%	-8	0	0	0.3	/	7	5	/
O=S(=O)(NCc1csc(-c2cccnc2)n1)c1ccc(Br)cc1	9.6%	-6	-9	-22	-1.9	-19	5	17	6
CC(C)(C)C(=O)Nc1ccccc1C(=O)OCc1cc(=O)n2ccsc2n1	-0.1%	13	2	4	2.4	2	3	-1	/
O=C(/C=C/c1ccccc1)N1CCN(Cc2cc(=O)n3nc(-c4ccccc4Cl)sc3n2)CC1	3.4%	-1	2	19	0.7	/	-10	1	/
Cc1ccc(/C=N/NC(=O)CNC(=O)COc2ccccc2)o1	-1.7%	0	-10	-6	0.4	3	13	1	4
Cc1cc(Br)c2c(c1)C1(OCCO1)C(=O)N2	0.1%	2	7	1	0.7	3	11	0	-5
COc1ccc(-c2cc(C(F)(F)F)nc(NCc3ccco3)n2)cc1OC	7.0%	-2	-3	-3	-0.2	-21	6	5	-3
CCS(=O)(=O)N1CCN(c2ccc(C(=O)NC3C4CC5CC(C4)CC3C5)cc2[N+](=O)[O-])CC1 (stereo not given)	-0.3%	1	5	-2	0.7	-2	6	2	5
O=C(NC(=S)Nc1ccc(Cc2ccncc2)cc1)c1ccccc1F	4.3%	5	-5	-19	/	-17	/	12	/
Nc1ccn(Cc2cccc(F)c2)n1	1.1%	17	-2	-12	-0.1	-6	5	3	-19
CCOc1ccc(-n2cc(-c3ccccc3)c3c(Nc4cccc(F)c4)ncnc32)cc1	2.7%	1	-1	5	0.6	4	8	-1	/
O=C(CSc1ccc(Cl)cc1)NC(=O)NCc1ccco1	3.4%	-2	-2	12	-0.9	-15	18	3	11
Cc1cccc(CN2CCN(CC(=O)NCCc3ccc(Cl)cc3)C2=O)c1	3.0%	2	-3	-16	-0.7	/	-8	4	/
CC1=NN(C(=O)c2ccc(Br)cc2)C(O)(c2ccccc2)C1 (stereo not given)	1.0%	5	-2	-12	/	0	/	0	/
Cc1c(O)ccc(C(=O)CN2C(=O)c3ccccc3C2=O)c1O	-0.5%	9	-2	-6	0.9	16	5	3	-3
N=c1c(S(=O)(=O)c2ccc(Cl)cc2)cc2c(=O)n3ccccc3nc2n1CCc1ccccc1	6.3%	0	2	16	3.5	/	1	6	10
COC(=O)c1cc(NS(=O)(=O)c2ccc3c(c2)OCCO3)ccc1Cl	1.1%	-6	0	-10	/	/	-11	11	/
CCOC(=O)c1c(C)nc2c(c1-c1ccc(OC)cc1)C(=O)CC(C)(C)C2	-1.4%	-1	-6	-10	0.6	7	7	0	-1
CN(C)c1nc(=NCc2ccco2)ss1	0.0%	11	0	-29	-0.4	15	5	14	-21
CN(C)c1nc(Cl)nc(N(C#N)CCOc2ccccc2)n1	1.1%	-5	2	-25	-1.3	5	-1	3	15
CC1=CCC2(CO)COC(c3ccccc3O)C1C2 (stereo not given)	4.0%	-2	-2	-6	-0.7	-1	-5	4	-3
Nn1c(SCC(=O)Nc2c(Cl)cccc2Cl)nncc1=O	-0.7%	-5	0	0	0.7	?	2	3	-1
O=C(C1CCN(Cc2ccccc2)CC1)N1CCN(C/C=C/c2ccccc2)CC1	-0.2%	0	3	-21	0.4	-3	4	8	-11
O=C(Nc1ccc(OC(F)(F)F)cc1)c1cc(-c2ccc(Cl)cc2)on1	5.1%	4	1	-6	0.2	/	/	0	/
COC(=O)Cc1c(O)ccn(C2CC2)c1=O	0.3%	3	-18	-7	-0.2	-6	4	1	-3

The last 3 compounds of the part before open the next one.
SMILES	RXFP1 ag	TRHR enhancer	D1 PAM	D1 antagonist	D2 ag	RXFP1 antagonist	D2 PAM	D1 agonist	D2 antagonist
O=C(C1CCN(Cc2ccccc2)CC1)N1CCN(C/C=C/c2ccccc2)CC1	-0.2%	0	3	-21	0.4	-3	4	8	-11
O=C(Nc1ccc(OC(F)(F)F)cc1)c1cc(-c2ccc(Cl)cc2)on1	5.1%	4	1	-6	0.2	/	/	0	/
COC(=O)Cc1c(O)ccn(C2CC2)c1=O	0.3%	3	-18	-7	-0.2	-6	4	1	-3
CCOC(=O)C1=C(C)NC(=S)NC1c1ccc(C)s1 (stereo not given)	-0.9%	1	0	-3	0.6	0	-5	0	5
COc1ccc(N(CC(=O)Nc2ccc3c(c2)OCCO3)S(=O)(=O)c2c(C)nn(C)c2C)cc1	0.1%	-1	-6	-30*	-0.9	/	10	1	-5
CC1CC(C)CN(CC(O)COCc2ccccc2)C1 (stereo not given)	-1.1%	-2	0	-14	1.0	8	-9	-2	-9
Cc1c(O)cc2n(c1=O)-c1ccc(Cl)cc1C2(C)C	-0.9%	2	0	4	/	9	/	0	/
COCCOC(=O)C1=C(C)Nc2ncnn2C1c1ccco1 (stereo not given)	1.2%	9	6	7	0.7	-9	-4	2	15
Cc1ccc(-c2nn3cnnc3c3ccccc23)cc1C	1.5%	-5	4	-1	-0.5	-15	12	4	10
O=C(Cc1nc2ccccc2[nH]1)c1ccc(Br)cc1	1.2%	-3	-4	25	-0.3	-11	0	-4	18
CCC1CCCCN1CCCNC(=O)C1CCN(c2ncnc3c2nc2n3CCCCC2)CC1 (stereo not given)	21%	-12	-1	-13	0.4	14	2	0	-7
O=C(Cn1ccn(-c2ccc(F)c(Cl)c2)c(=O)c1=O)NCCc1ccccc1	-0.6%	1	0	0	0.0	-20	21	1	4
CC(=O)C1=C(O)C(=O)N(c2nccs2)C1c1ccccc1 (stereo not given)	14%	7	11	-1	0.5	-9	5	3	-6
Cc1cc(Cl)ccc1NC(=O)c1ccc2c(c1)CCN2S(C)(=O)=O	2.6%	-3	-3	3	/	-5	/	4	/
CSc1ccc(S(=O)(=O)N2CCC(C(=O)NCc3ccccn3)CC2)cc1	0.9%	1	-5	-7	2.7	-13	12	1	-3
O=C(CNc1cc(S(=O)(=O)N2CCOCC2)ccc1NCC1CCCO1)Nc1ccccc1F (stereo not given)	1.6%	19	1	10	0.9	-13	-6	0	-2
O=C(CN1CCN(c2ccccc2)CC1)c1c[nH]c2ccccc12	3.2%	5	-3	6	1.8	-6	2	2	-5
C=CCn1c(COc2ccccc2)nnc1SCC(=O)C(C)(C)C	-0.2%	-5	-1	-12	-0.2	-7	10	-2	15
Cn1c(CNC(=O)c2ccc3c(c2)OCO3)nnc1SCC(=O)Nc1ccc(F)cc1	4.7%	4	-1	9	-0.4	0	-7	2	24
COc1ccc(S(=O)(=O)N(C)c2ccc(C(=O)NC3CC3)cc2)cc1	0.2%	-1	2	-9	-0.1	3	-1	3	-11
C[C@@H](NC(=O)[C@@H]1Cc2ccccc2CN1)C(=O)Nc1ccc2c(c1)OCCO2	-1.8%	8	-2	-1	-0.6	6	7	2	-1
CC(=O)Nc1ccc(NC(=O)CCCn2cnc3ccccc3c2=O)cc1	28%	2	-1	4	1.6	3	18	2	3
CCOc1ccc(S(=O)(=O)N2CCN=C2c2ccccc2)cc1	-2.7%	-6	0	-9	-0.6	0	13	1	8
O=C(N/N=C/c1cc(Br)cs1)c1ccccc1[N+](=O)[O-]	0.6%	3	-4	-2	-1.3	-10	5	6	-4
CC(C)COc1ccc2[nH]c3c(c2c1)CCCC3=O	3.1%	-5	0	-3	0.5	0	-6	2	-9
COc1ccc2nc(NC(=O)c3nc(SCc4cccc(C)c4)ncc3Cl)sc2c1	-1.6%	4	-2	7	0.1	/	16	0	/
COc1ccc(-c2cc(C(F)(F)F)nc(SCCC(=O)N3CCN4CCCC4C3)n2)cc1 (stereo not given)	0.7%	3	-6	-2	0.4	-1	-1	1	-7
CC1(c2ccc([N+](=O)[O-])cc2)NC(=O)NC1=O (stereo not given)	2.1%	3	-4	-4	0.2	-2	9	3	-5
CCN(CC)S(=O)(=O)c1ccc(Cl)c(NC(=O)c2cc(Cl)cc(Cl)c2)c1	0.3%	0	-10	-4	0.0	2	-2	-1	1
COc1cc(/C=C/C(=O)OCC(=O)Nc2ccc(C)c(S(=O)(=O)N3CCCCC3)c2)ccc1O	3.4%	3	-8	-29	-1.5	-13	8	0	7

Fetched by compound from the list above:
SMILES	RXFP1 ag	TRHR enhancer	D1 PAM	D1 antagonist	D2 ag	RXFP1 antagonist	D2 PAM	D1 agonist	D2 antagonist
CC(=O)Nc1ccc(NC(=O)CCCn2cnc3ccccc3c2=O)cc1	28%	2	-1	4	1.6	3	18	2	3
O=C(Cn1ccn(-c2ccc(F)c(Cl)c2)c(=O)c1=O)NCCc1ccccc1	-0.6%	1	0	0	0.0	-20	21	1	4
C=CCn1c(COc2ccccc2)nnc1SCC(=O)C(C)(C)C	-0.2%	-5	-1	-12	-0.2	-7	10	-2	15
CSc1ccc(S(=O)(=O)N2CCC(C(=O)NCc3ccccn3)CC2)cc1	0.9%	1	-5	-7	2.7	-13	12	1	-3
CCOC(=O)C1=C(C)NC(=S)NC1c1ccc(C)s1 (stereo not given)	-0.9%	1	0	-3	0.6	0	-5	0	5
O=C(Cc1nc2ccccc2[nH]1)c1ccc(Br)cc1	1.2%	-3	-4	25	-0.3	-11	0	-4	18
COc1ccc2nc(NC(=O)c3nc(SCc4cccc(C)c4)ncc3Cl)sc2c1	-1.6%	4	-2	7	0.1	/	16	0	/

Structures listed so far that have an NH in an aromatic ring, in the order listed:
SMILES	RXFP1 ag	TRHR enhancer	D1 PAM	D1 antagonist	D2 ag	RXFP1 antagonist	D2 PAM	D1 agonist	D2 antagonist
O=C(Cc1nc2ccccc2[nH]1)c1ccc(Br)cc1	1.2%	-3	-4	25	-0.3	-11	0	-4	18
O=C(CN1CCN(c2ccccc2)CC1)c1c[nH]c2ccccc12	3.2%	5	-3	6	1.8	-6	2	2	-5
CC(C)COc1ccc2[nH]c3c(c2c1)CCCC3=O	3.1%	-5	0	-3	0.5	0	-6	2	-9
